# TrxR1 substrate = substrates of rat thioredoxin reductase 1; Potency, µM (highest dose often 114 µM), without a hit: at the top dose activity change, negative = substrate turnover; actives 0.01% (n = 390,000); AID 588456; O89049; purified TrxR1 substrate turnover, NADPH consumption readout; note: potency is the fitted concentration of half-maximal effect; % is set by controls: 0 for no effect and ±100 for the full control effect; nearly all actives have a fitted effect of over 50% in size
#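 Rat TrxR1, dispensed at 90 nM, was prereduced with 400 uM NADPH (final) for 5 min at ~22 deg C, then incubated with compound 15 min before 400 uM selenite. A first-read NADPH fluorescence drop versus no-compound background flagged substrates.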
# Pin1 inh = inhibitors of human Pin1; Q13526; Pin1 FP peptide displacement, HiFluor488, 10 min; Potency, µM (top dose mostly 115 µM), inactives show top-dose activity, negative = inhibition, most hits filed as inhibitors; actives 0.009% (n = 390,000); active = well fitted inhibition curve with a large enough effect in the polarisation, with a control signal flat, not every such curve was filed as active; inconclusive = small, poorly fitted or top-dose-only effect, or effect the other way, or a change in a side signal; inactive = no such curve, though single readings can be large or run the other way; the % refers to the polarisation; note: potency is the fitted concentration of half-maximal effect; % is set by controls: 0 for no effect and ±100 for the full control effect
# Target sequence (Q13526 whole entry, looked up): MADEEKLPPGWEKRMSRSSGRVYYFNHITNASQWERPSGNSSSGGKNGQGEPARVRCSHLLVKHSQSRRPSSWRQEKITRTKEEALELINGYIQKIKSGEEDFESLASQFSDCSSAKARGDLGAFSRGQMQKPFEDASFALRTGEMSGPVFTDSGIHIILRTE
# D2 antagonist = antagonizes the human D2 dopamine receptor; P14416; HEK293 TREx D2 cells, calcium flux, dopamine EC80; inhibition, % at 10 µM; actives 2% (n = 340,000); AID 485344; in the data active = inhibition above about 30%; note: 0% is about no effect
#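 Inhibition of EC80 dopamine-driven calcium flux, recorded kinetically, defines activity here; cells are a tetracycline-induced HEK293 T-REx line expressing force-coupled D2.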
# TRHR enhancer = allosteric enhancers of human TRH receptor. P34981. TRHR cells, fluo-8 calcium fluorescence, EC20 TRH enhancement. enhancement, % at 2 µM. actives 0.66% (n = 360,000); in the data active = enhancement above about 30%; note: 0% is about no effect
#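 TRHR-expressing cells loaded with fluo-8 calcium dye were read kinetically (ex 480/em 530) during compound addition, then stimulated with an EC20 of TRH (10 nM final). Enhancement of the Gq-mediated intracellular calcium response was scored.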
# mIDH1 inhibitor = inhibitors of human mutant IDH1 R132H; O75874; Potency, µM (titrated, usually from 76.6 µM), for the others: at the top dose activity change, negative = inhibition, hits mostly inhibitors; IDH1-R132H enzyme, NADPH consumption, diaphorase/resazurin fluorescence; actives 0.093% (n = 390,000); AID 602179; note: potency is the fitted concentration of half-maximal effect; % is set by controls: 0 for no effect and ±100 for the full control effect; nearly all actives have a fitted effect of over 65% in size
# Target sequence (O75874 whole entry R132H, stated change not applied): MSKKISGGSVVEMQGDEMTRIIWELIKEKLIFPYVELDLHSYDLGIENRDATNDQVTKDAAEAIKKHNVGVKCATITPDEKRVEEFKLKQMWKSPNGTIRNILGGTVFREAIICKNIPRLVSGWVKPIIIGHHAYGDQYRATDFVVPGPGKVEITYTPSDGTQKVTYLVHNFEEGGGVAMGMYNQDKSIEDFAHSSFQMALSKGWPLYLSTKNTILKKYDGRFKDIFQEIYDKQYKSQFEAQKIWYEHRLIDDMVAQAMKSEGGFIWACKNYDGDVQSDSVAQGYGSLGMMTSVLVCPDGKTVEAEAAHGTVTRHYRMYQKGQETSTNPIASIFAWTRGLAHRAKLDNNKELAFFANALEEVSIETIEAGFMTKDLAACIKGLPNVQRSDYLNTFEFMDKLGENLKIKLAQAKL
#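 IDH1-R132H (0.5 ug/mL dispensed) in pH 7.5 Tris buffer was preincubated 30 min with compound, then given a substrate mix of 0.016 mM NADPH and 2 mM alpha-KG for 80 min at room temperature; remaining NADPH was read by diaphorase/resazurin fluorescence.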
# USP1-UAF1 inh = USP1/UAF1 (human) deubiquitinase inhibition | actives 0.23% (n = 390,000) | AID 743255 | recombinant USP1/UAF1, Ub-Rhodamine cleavage fluorescence | Potency, µM (highest dose often 57.1 µM), for inactives: top-dose activity change, negative = inhibition, most hits filed as inhibitors | O94782; note: potency is the fitted concentration of half-maximal effect; % is set by controls: 0 for no effect and ±100 for the full control effect; nearly all actives have a fitted effect of over 60% in size; inactives centre near -12
#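 In this screen, compounds sit with the deubiquitinase complex (1nM) for 15 min at room temperature before Ub-Rho is added at 150nM final. Fluorescence rise is then followed for 6 reads every 60 seconds.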
# D2 agonist = D2 dopamine receptor (human) agonism | P14416 | HEK293 T-REx D2 cells, calcium flux agonist mode | activation, % at 2 µM | actives 0.53% (n = 340,000);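 active = activation over 3 SD above normal in the single-dose calcium agonist read, cut at about 30% in these data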; note: 0% is about no effect
#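 Agonism scored from kinetic calcium signal (1 read/sec, 180 s) following compound pin transfer, after a 10 s baseline. Cells: HEK293 Trex line expressing inducible D2 receptor coupled to calcium, dye-loaded after overnight culture at 30 C.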
# TRHR agonist = TRH receptor (human) agonism; actives 0.18% (n = 360,000); TRHR cells, calcium flux fluo-8, FDSS agonist mode; P34981; activation, % at 2 µM; in the data active = activation above about 30%; note: 0% is about no effect
#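 Steps: seed TRHR cells overnight; add fluo-8 no-wash Ca dye, RT 30 min–1.5 h; record 10 s baseline; pin-transfer compounds; monitor fluorescence 1 cycle/s for the agonist window. Calcium increases flag candidate agonists.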
# TrxR1 inh = blocks rat thioredoxin reductase 1 | O89049 | Potency, µM (top dose mostly 114 µM), inactives show top-dose activity change, negative = inhibition, usual class: inhibitors | recombinant rTrxR1, NADPH fluorescence consumption, selenite substrate | actives 1% (n = 390,000); note: potency is the fitted concentration of half-maximal effect; % is set by controls: 0 for no effect and ±100 for the full control effect; nearly all actives have a fitted effect of over 65% in size
#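 Rat TrxR1 (90 nM in the dispensed reagent) was pre-reduced with 400 uM NADPH for 5 min at room temperature, then incubated with compound for 15 min. After 400 uM selenite was added, NADPH fluorescence (Ex 340/Em 450 nm) was followed for 8 min.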
# * marks the source's active call; other numbers are inactive results; u = inconclusive; x = not tested or not shown; & = joins results of further samples; [ ] = dose if it differs, or a comment. Unless noted, calls come from the whole dose curve; as a rule, active = well fitted inhibition curve with a large enough effect; inconclusive = small, poorly fitted or top-dose-only effect; inactive = no such curve, though single readings can be large or run the other way.
# Labels used below – A = TrxR1 substrate; B = Pin1 inh; C = D2 antagonist; D = TRHR enhancer; E = mIDH1 inhibitor; F = USP1-UAF1 inh; G = D2 agonist; H = TRHR agonist; I = TrxR1 inh
1. COc1ccccc1C(CCNCc1ccc(N(C)C)cc1)c1ccc(OC(C)C)cc1 (centres undefined)
  A = 8%; B = 11%; C = 17; D = -1; E = 10%; F = -21%; G = 0.3; H = 0.4; I = 9%
2. COc1cc(OC)cc(-c2c(-c3cccs3)c3cc(Br)ccc3n2C)c1
  A = 25%[57.1 µM]; B = 30%; C = -3; D = -2; E = -6%; F = u; G = 0.7; H = 0.3; I = 13%[57.1 µM]
3. O=C1CCC(C(=O)O)(c2ccccc2)C1 (centres undefined)
  A = x; B = x; C = -4; D = -3; E = x; F = x; G = 0.7; H = 0.3; I = x
4. O=C(Nc1cccc(C(F)(F)F)c1)c1cccc(NS(=O)(=O)c2ccc(O)c(C(=O)O)c2)c1
  A = -2%; B = u; C = 0; D = 0; E = -18%; F = -14%; G = 1.1; H = 0.0; I = -7%[57.1 µM]
5. Cc1cccc(N2CCN(C(=O)c3ccc4c(Cl)c5c(nc4c3)CCCC5)CC2C)c1 (centres undefined)
  A = 0%; B = -5%; C = x; D = -4; E = -9%; F = -26%; G = 0.1; H = 0.0; I = 15%
6. CC(=O)c1c(C)oc(C)c1CSCc1ccc(C(=O)O)o1
  A = 5%; B = u; C = -8; D = -3; E = 0%; F = -11%; G = 0.4; H = 0.4; I = u
7. OC1CCCN(Cc2ccc3ccc4cccc5ccc2c3c45)C1 (centres undefined)
  A = 19%; B = -2%; C = -25; D = 23; E = 2%; F = -19%; G = 0.7; H = -2.9; I = 14%
8. CCOC(=O)Nc1ccc(S(=O)(=O)Nc2nccc(C)n2)cc1
  A = -12%; B = -4%; C = -11; D = -5; E = 0%; F = -9%; G = 50*; H = 0.1; I = -17%
9. CN1CCN(c2nc(-c3ccccc3)cc(C(F)(F)F)n2)CC1
  A = -1%; B = 0%; C = 75*; D = 7; E = 2%; F = -5%; G = -0.5; H = 0.2; I = 5%
10. CN(Cc1ccccc1)S(=O)(=O)c1ccccc1[N+](=O)[O-]
  A = 3%; B = -1%; C = 2; D = -3; E = 4%; F = -14%; G = 0.4; H = -1.8; I = 27%[57.1 µM]
11. C#CCCCc1nc2ccccc2c(=O)n1N
  A = 2%[57.1 µM]; B = 7%; C = 7; D = 0; E = 2%; F = -6%; G = 0.0; H = -0.1; I = 8%[57.1 µM]
12. COc1cccc(CNC(=O)c2ccc(-c3nc(CS(=O)c4ccccc4)c(C)o3)cc2)c1 (centres undefined)
  A = 2%; B = 1%; C = x; D = -4; E = 0%; F = -17%; G = 0.0; H = -0.3; I = -9%
13. COc1ccc(OC)c(NC2=NC3(CCCC3)N=C(N)N2)c1
  A = -3%; B = 3%; C = -27; D = -6; E = 3%; F = -14%; G = -0.3; H = -0.1; I = 2%
14. CCOC(=O)C1CCC(=O)C1 (centres undefined)
  A = u; B = 0%; C = x; D = x; E = -1%; F = -15%; G = x; H = x; I = -7%
15. CCOc1ccc(S(=O)(=O)N2CCN(Cc3ccccc3)CC2)cc1
  A = -6%[57.1 µM]; B = -2%; C = -11; D = 7; E = 4%; F = -16%; G = 2.1; H = -1.2; I = 9%[57.1 µM]
16. CCCNC(=O)N[C@@H](Cc1ccccc1)C(=O)OC
  A = 10%; B = 0%; C = -3; D = 4; E = 12%; F = -14%; G = 1.1; H = -0.2; I = 21%
17. CCC(=O)Nc1ccc(NC(=O)Cc2ccccc2)cn1
  A = 7%[57.1 µM]; B = -2%; C = x; D = -4; E = 0%; F = -6%; G = x; H = 0.0; I = 7%
18. COc1ccc(C(=O)Nc2cccc(C(=O)N3CCCC3)c2)cc1
  A = 7%; B = 0%; C = -12; D = 4; E = 2%; F = -16%; G = -1.3; H = 0.1; I = 18%
19. CC(C)(C)c1ccc(-c2nc(-c3ccncc3)no2)cc1
  A = -6%; B = -2%; C = 27; D = -11; E = 5%; F = -14%; G = 2.1; H = 0.2; I = -4%
20. COc1ccc2oc(-c3ccc(C)c(NC(=O)CSc4ccc(Cl)cc4)c3)nc2c1
  A = -12%&101%; B = -8%&12%; C = 15; D = -4&6; E = 14%&4%; F = -10%&-6%; G = 0.7&1.1; H = 2.0&0.8; I = 58%[activator]
21. CCCCC1C2C(=O)N(c3ccccc3)C(=O)C2ON1c1ccccc1 (centres undefined)
  A = -1%; B = -3%; C = -12; D = -1; E = 22%; F = -22%; G = 0.1; H = 0.3; I = 26%
22. O=C(O)CSc1ncnc2nc[nH]c12
  A = -10%; B = 0%; C = 6; D = 5; E = 2%; F = -9%; G = 0.1; H = 1.1; I = -20%
23. O=C1CCCN1CN(C(=O)c1ccccc1)c1ccccc1
  A = 7%[57.1 µM]; B = 5%; C = 11; D = -1; E = 19%; F = 0%; G = 0.2; H = -0.2; I = 8%[57.1 µM]
24. COc1ccc(C(=O)OCC(=O)NCc2cccs2)c(OC)c1OC
  A = 0%; B = 5%; C = x; D = x; E = 10%; F = -22%; G = x; H = x; I = 9%
25. COc1ccc(NS(=O)(=O)c2cn(C)c(=O)n(C)c2=O)cc1
  A = 8%; B = -4%; C = 5; D = 1; E = 10%; F = -22%; G = 0.4; H = 0.5; I = 19%
26. Cc1ccc(NC(=O)Cn2nnc(-c3ccc4c(c3)OCO4)n2)cc1F
  A = -3%; B = 17%; C = -4; D = 5; E = 7%; F = -12%; G = 0.2; H = 0.2; I = 14%
27. CSCCC(NS(=O)(=O)c1cccc(C(F)(F)F)c1)C(=O)N(C)Cc1ccc2c(c1)OCCO2 (centres undefined)
  A = 3%[57.1 µM]; B = 5%; C = 14; D = -5; E = 9%; F = -27%; G = -0.5; H = 0.3; I = 2%[57.1 µM]
28. CC1=C(C(=O)Nc2ccc(C)cc2C)C(c2cccs2)n2nc(SCc3cccc(C)c3)nc2N1 (centres undefined)
  A = -5%; B = 0%; C = x; D = -6; E = -3%; F = 1%; G = 1.2; H = 1.3; I = 2%

# Screening results from PubChem BioAssay.

# An excerpt (hit frequency here may not be typical).
